# Compound activity as filed in PubChem BioAssay.
# CHO-K1 Ca ag: counter-screen for M1 agonists: effect in parental CHO-K1 cells | Fluo-8 calcium fluorescence; scaled to maximal ATP response, vehicle zero | activation, % at 3 µM | 360,000 tested, 0.48% active; in the data active = activation above about 15%;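 note: untransfected CHO-K1 host cells lacking M1 receptor as counterscreen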
# M5 antag: antagonists of human muscarinic M5 receptor (CHRM5). P08912. CHO-hM5 cells, Fluo-8 calcium fluorescence, ACh EC80. inhibition, % at 3 µM. 360,000 tested, 0.59% active;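 active = inhibition above a per-plate cutoff, the mean of that plate's test compounds plus 3 SD, cut at about 27% in these data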;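 note: 0% = acetylcholine EC80 with DMSO and 100% = DMSO without agonist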
# Target sequence (P08912 whole entry, looked up): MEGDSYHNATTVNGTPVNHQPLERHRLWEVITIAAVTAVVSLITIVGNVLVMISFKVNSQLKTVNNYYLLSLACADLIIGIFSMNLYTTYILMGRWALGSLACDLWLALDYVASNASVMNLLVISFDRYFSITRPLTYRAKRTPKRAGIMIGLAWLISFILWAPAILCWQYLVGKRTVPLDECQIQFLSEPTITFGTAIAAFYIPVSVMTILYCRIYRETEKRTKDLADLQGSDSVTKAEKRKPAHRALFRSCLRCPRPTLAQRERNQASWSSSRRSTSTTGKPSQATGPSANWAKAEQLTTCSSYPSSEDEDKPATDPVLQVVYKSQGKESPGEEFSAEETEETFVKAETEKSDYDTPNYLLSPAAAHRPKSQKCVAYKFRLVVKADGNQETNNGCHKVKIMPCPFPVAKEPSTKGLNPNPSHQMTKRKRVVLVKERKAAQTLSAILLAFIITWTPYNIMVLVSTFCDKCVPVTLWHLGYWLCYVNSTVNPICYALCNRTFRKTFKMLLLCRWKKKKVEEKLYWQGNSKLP
# CHO-K1 Ca PAM: nonselective activator or artifact in parental CHO-K1 calcium assay | activation, % at 3 µM | ATP EC20, Fluo-8 calcium fluorescence; 0% at ATP EC20, 100% at ATP max | 360,000 tested, 0.02% active | AID 602247;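 active = activation above the run cutoff, the mean activation of all test compounds plus 3 SD, cut at about 40% in these data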;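 note: peak over basal fluorescence ratio in a 140 s read after ATP addition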
# CHRM5 PAM: potentiates acetylcholine response at human M5 receptor. P08912. CHO-K1 hM5, Fluo-8 calcium, ACh EC20 PAM; 0% = ACh EC20, 100% = ACh EC100. activation, % at 3 µM. 360,000 tested, 0.3% active. AID 624038;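 active = activation above the run cutoff, the mean activation of all test compounds plus 3 SD, cut at about 18% in these data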
#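 Replicates: One well per compound, no replicates | System: Human M5 receptor in CHO-K1 cells | Benchmarks: Low control EC20 acetylcholine (0%), high control EC100 acetylcholine (100%) | Probe or stimulus: Acetylcholine, EC20 level | Times: Fluo-8 loading 80 min at 37 °C plus 30 min room temperature | Signal: Intracellular calcium via Fluo-8 fluorescence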
# M4 PAM: positive allosteric modulators of human muscarinic M4 receptor; P08173; CHO-K1 hM4/Gqi5, Fluo-8 calcium fluorescence, ACh EC20; 0% = ACh EC20, 100% = maximal ACh; activation, % at 3 µM; 360,000 tested, 0.4% active;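 active = activation above its plate's cutoff, the mean activation of sample wells plus 3 SD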; note: some results filed as inactive read as strong as hits
# Target sequence (P08173 whole entry, looked up): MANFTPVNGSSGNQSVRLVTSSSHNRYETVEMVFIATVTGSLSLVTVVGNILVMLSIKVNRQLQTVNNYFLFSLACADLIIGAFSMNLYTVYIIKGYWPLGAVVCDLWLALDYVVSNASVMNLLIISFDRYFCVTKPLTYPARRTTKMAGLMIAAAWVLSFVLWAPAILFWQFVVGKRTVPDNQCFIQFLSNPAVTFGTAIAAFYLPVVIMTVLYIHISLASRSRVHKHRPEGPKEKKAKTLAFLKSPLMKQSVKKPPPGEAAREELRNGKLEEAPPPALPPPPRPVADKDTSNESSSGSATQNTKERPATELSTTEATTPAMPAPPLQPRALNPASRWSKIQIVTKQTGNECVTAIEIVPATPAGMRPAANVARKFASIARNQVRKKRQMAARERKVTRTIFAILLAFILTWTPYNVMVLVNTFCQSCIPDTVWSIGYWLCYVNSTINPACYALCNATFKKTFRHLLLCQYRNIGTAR
# CHO-K1 Ca antag: M1 antagonist counterscreen hit in parental CHO-K1 cells; ATP-induced calcium, Fluo-8 fluorescence; inhibition, % at 3 µM; 360,000 tested, 0.6% active;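 active = inhibition above a per-plate cutoff, the plate's mean sample inhibition plus 3 SD, cut at about 24% in these data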;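 note: 0% = DMSO plus EC80 ATP and 100% = DMSO alone without ATP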
# M5 ag: CHRM5 agonism in calcium assay; P08912; CHO-K1 hM5 cells, Fluo-8 calcium fluorescence; 0% DMSO wells, 100% maximal acetylcholine response; activation, % at 3 µM; 360,000 tested, 0.19% active; AID 624037;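 active = activation above the run's mean over test compounds plus 3 SD, cut at about 23% in these data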;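 note: signal is peak over basal fluorescence ratio across the kinetic read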
# CHRM4 antagonist: blocks acetylcholine activation of human M4 receptor. 360,000 tested, 0.73% active. inhibition, % at 3 µM. CHO-hM4 cells, ACh EC80, Fluo-8 calcium fluorescence. P08173;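 active = inhibition above its plate's cutoff, the mean inhibition of sample wells plus 3 SD, cut at about 27% in these data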;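 note: 0% = acetylcholine EC80 with DMSO and 100% = DMSO without agonist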
# CHRM4 agonist: CHRM4 agonism in calcium assay; P08173; CHO-K1 hM4/Gqi5, Fluo-8 calcium fluorescence; vehicle 0%, full acetylcholine response 100%; activation, % at 3 µM; 360,000 tested, 0.14% active; AID 624127;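 active = activation above the run mean over all test wells plus 3 SD, cut at about 32% in these data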;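 note: peak over basal fluorescence ratio per well then scaled between controls; 0% = DMSO wells and 100% = acetylcholine at EC100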
# Active calls of the source: *; x = no result given. Outcome played no part in choosing rows; about 2.7% have a hit in one of these screens.
Compound	CHO-K1 Ca ag	M5 antag	CHO-K1 Ca PAM	CHRM5 PAM	M4 PAM	CHO-K1 Ca antag	M5 ag	CHRM4 antagonist	CHRM4 agonist
CC1(C(=O)NCc2ccc(C(F)(F)F)cc2)CCN1Cc1c(F)cccc1F (centres undefined)	0.1	6	1	-9	-1	0	-3	-17	-1
COc1cccc(C(=O)Nc2cnn(C(C)C)c2)c1	0.2	6	0	6	-2	-2	2	-7	0
Cn1c(NC(=O)c2ccc(Cl)cc2)cc(=O)n(C)c1=O	-0.2	-6	11	6	11	1	0	-5	1
CC1CC(C)(C)N(C(=O)CSc2ccc(-c3ccc(F)cc3)nn2)c2ccccc21 (centres undefined)	0.0	8	6	-6	-1	-4	1	-5	0
Cc1cc(Cl)ccc1NC(=S)NCc1ccccc1	1.0	5	-6	-9	-8	14	-7	2	4
O=C(NC1(O)C(=O)c2ccccc2C1=O)c1ccccc1	1.4	-3	22	1	-11	-17	-3	3	1
c1ccc(-c2ccc3c(c2)NCCN3)cc1	0.1	5	5	-1	-2	4	-5	4	0
Nc1nc(-c2ccc3ccccc3c2)c(C2(O)C(=O)Nc3c(Br)cc(F)cc32)s1 (centres undefined)	0.3	0	14	1	6	-11	2	-13	1
NNC(=O)CNC(=O)c1cccc(Br)c1	-0.2	-6	-6	3	10	6	-2	-8	0
Cc1ccc(NC(=O)CCc2nnc3ccc(NCc4ccco4)nn23)nc1	0.2	14	13	1	3	-7	-4	-2	1
Cc1ccc(S(=O)(=O)N(C)Cc2ccc(C(=O)N/N=C/c3ccc(OC(F)F)cc3)cc2)cc1	1.0	-4	13	0	16	-1	0	-11	1
FC(F)(F)C1=CC(c2ccc(Cl)cc2)=NCCN1	0.9	-5	10	3	9	-6	-4	-2	1
Cc1nc2c(c(N3CCOCC3)n1)OCC(=O)N2	-0.2	1	-8	0	0	15	0	0	1
CCc1ccc(NC(=O)Cn2nc(C(F)(F)F)c3c2CCC3)cc1	0.0	10	20	-33	-8	8	-14	10	1
CCN(CC)S(=O)(=O)c1ccc(C(=O)OCC(=O)NCCN2C(=O)CSC2=O)cc1	-0.5	-2	20	11	4	-10	1	-5	0
COc1ccc(NC(=O)CN(c2cc(C)cc(C)c2)S(=O)(=O)c2c(C)noc2C)cc1OC	0.3	0	10	-3	0	-4	-1	1	1
O=C(NNC(=O)c1cncc(Br)c1)c1ccncc1	0.0	-1	0	1	5	-7	-3	-28	2
COCCN1C[C@@H](CO)O[C@@H](n2cnc3c(NC4CCCC4)ncnc32)C1	1.3	2	9	-3	1	9	1	2	0
Cc1c(CCOC(=O)c2ccccc2)sc[n+]1Cc1ccccc1	-0.5	95*	-15	-22	-41	26*	-8	64*	-1
O=C(O)c1cccc2c1-c1ccc(Cl)cc1C2	-0.5	-1	15	4	6	-15	3	7	1
FC(F)(F)c1cccc(Cn2nnnc2-c2cc(Cl)cc(Cl)c2)c1	-0.8	-5	-4	-8	-2	-18	-3	-6	-2
COc1cccc(NC(=O)c2c(F)cccc2F)c1	-0.1	6	4	2	5	-3	-2	9	1
CCCN(CC(=O)Nc1ccccc1OC)C(=O)c1ccccn1	3.5	11	24	4	5	-16	2	-7	0
Cc1cc(C)c(C)c(S(=O)(=O)N2CCNCC2)c1C	0.2	7	-4	-2	4	-2	-5	7	2
FCCCOc1ccc(-c2nccc(-c3ccccn3)n2)cc1	-0.2	7	0	-4	-5	5	-4	7	2
COc1ccccc1NS(=O)(=O)c1cc(NC(=O)CCNC(C)=O)ccc1C	0.6	3	13	-3	2	-9	0	1	1
C=CCC(C(=O)c1ccccc1)[N+](C)(C)CC=C (centres undefined)	-0.2	10	7	0	-5	2	-10	-3	0
O=C(NCc1ccccc1)C(c1ccncc1)N(C(=O)c1ccccn1)c1ccccc1 (centres undefined)	0.4	-8	8	6	-1	-17	-1	5	2
CCOC(=O)c1ccc(NC(=O)c2nc[nH]c2C(=O)NCC(=O)OC(C)(C)C)cc1	0.0	1	-1	-1	1	-1	4	-7	4
O=C(NCCCN1CCOCC1)C(=O)NCC1CCCO1 (centres undefined)	0.9	1	22	-1	0	-12	-1	2	1
COc1ccc(N2CCN(C(=O)CCS(=O)(=O)c3ccc4c(c3)NC(=O)CO4)CC2)cc1	2.2	9	2	-3	-3	-9	-2	9	4
CC(C)(C)OC(=O)C[C@@H]1C/C=C\C[C@@H](CC(=O)N[C@H](CO)Cc2ccccc2)C(=O)NC[C@H](c2ccccc2)OC1=O	-0.3	10	10	-6	-1	-23	2	-22	6
Cc1cccc(C)c1OCC(=O)Nn1c(C)nc2ccccc2c1=O	3.4	7	7	-10	4	4	3	-3	8
COc1ccccc1CNC(=O)C1CCCN(c2cnccn2)C1 (centres undefined)	0.7	-9	-19	2	-4	-5	4	3	1
COc1ccc(CCn2nnnc2CN2CCN(C(=O)c3ccco3)CC2)cc1OC	14	-18	-15	16	4	24*	-1	-1	1
C=C(C)Cn1c(SCC)nc2ccccc2c1=O	-0.4	-7	5	2	-2	-10	-6	-2	0
O=C1c2cccc3c2N(CCC3)C(=O)C1(F)c1ccccc1 (centres undefined)	0.5	-13	12	5	-6	-7	-4	2	0
COC(=O)CNC(=O)C1CCN(C(=O)OCc2ccccc2)CC1	1.3	1	19	1	6	-14	-1	6	2
NS(=O)(=O)c1ccc(CCNC(=O)c2ccccc2F)cc1	0.1	0	-10	-5	-3	28*	1	7	0
Cc1[nH]c2ccccc2c1CC#N	7.8	6	14	3	0	-17	-2	-4	1
Cc1cc(=O)[nH]c(N/N=C/c2ccc3c(c2)OCCO3)n1	-0.5	1	9	6	31*	-9	-1	30*	0
O=C(CCN1C(=O)S/C(=C\c2ccccc2)C1=O)NCCCn1ccnc1	0.9	20	-15	-4	-3	14	-6	3	4
O=C(Nc1ccc2c(c1)OCCO2)c1cc(F)c(F)cc1Cl	0.0	5	-17	6	3	7	0	6	0
Nc1ccc2c(S(=O)(=O)O)cccc2c1S(=O)(=O)O	0.3	7	-3	3	5	-9	0	-11	1
Cc1ccc2ncnc(NCCC(=O)O)c2c1	0.5	-8	18	9	4	-2	3	6	0
CCCCOc1ccc(C(=O)NCC(=O)NC(C)CCc2ccccc2)cc1 (centres undefined)	-0.5	8	5	2	-6	-2	-4	9	0
COc1cc(/C=C/C(=O)N(C)CC(=O)Nc2ccccc2Br)cc2c1OCCO2	1.8	9	8	-3	1	-7	2	12	2
CCn1c(=O)cc(OCC(=O)N2CCCC2)c2ccccc21	0.0	-1	-4	-3	-4	2	3	-13	1
CCc1cccc(C)c1NC(=S)NCc1cccn1C	0.5	3	17	1	5	-2	-2	4	0
CCCOc1ccc(-c2c(C(=O)N/N=C(\C)c3ccco3)nnn2-c2nonc2N)cc1	1.6	-8	21	7	0	-19	-2	-16	4
Cc1cccc(C(=O)NNC(=O)Nc2ccccc2)c1	0.1	2	1	-2	-7	8	-2	4	0
COC(=O)c1ccc(N2C(=O)CC(N(C)Cc3ccccc3)C2=O)cc1 (centres undefined)	0.3	-3	13	4	4	-7	-2	2	1
COc1cc(C2C(C(=O)Nc3ccc(F)cc3)=C(C)Nc3nc(CCCO)nn32)cc(OC)c1OC (centres undefined)	0.1	-1	21	2	5	-17	1	-1	0
CC1CCN(C(=O)CSc2nnc3ccc(-c4cccnc4)nn23)CC1	-0.1	1	-8	2	10	3	-1	-4	1
COc1cccc(NC(=O)COC(=O)c2ccc(C)c(S(=O)(=O)N3CCCCC3)c2)c1	5.2	17	-10	-28	-3	-16	-1	-9	12
Cc1ccc2nc(-c3ccc(O)cc3)c(Nc3ccc4c(c3)OCCO4)n2c1	-0.4	-1	-6	-2	8	4	1	-2	0
Cc1noc(C)c1COc1ccccc1C(=O)NC(C)c1ccc(Cl)cc1 (centres undefined)	4.0	7	30	-10	-4	-28	7	-8	9
Cc1ccccc1C(=O)Nc1cc(S(=O)(=O)N2CCOCC2)ccc1N1CCN(C)CC1	0.6	6	5	0	4	-13	6	-2	2
Cc1noc(C)c1COc1ccccc1C(=O)N1CCN(c2cccc(C(F)(F)F)c2)CC1	10	6	10	-11	-2	-20	8	-7	19
Nc1ccc2c(c1)C(=O)c1ccc(N)cc1-2	0.2	7	3	5	-1	-4	0	-1	0

# Going on with the list.
Compound	CHO-K1 Ca ag	M5 antag	CHO-K1 Ca PAM	CHRM5 PAM	M4 PAM	CHO-K1 Ca antag	M5 ag	CHRM4 antagonist	CHRM4 agonist
Nc1nc(Cl)nc2c1ncn2C1OCC(O)C(O)C1O (centres undefined)	0.4	6	18	4	10	-13	-2	-12	1
COc1ccc(C(=O)NCCNC(=O)c2ccc(OC)cc2)cc1	1.0	1	10	6	-3	-4	-4	6	0
CS(=O)(=O)N1CCN(CCN2C(=O)c3cccc4cccc(c34)C2=O)CC1	2.1	17	0	-8	-2	-10	0	-6	12
CC(NC(=O)c1ccccc1)c1ccc(Br)cc1 (centres undefined)	0.7	-2	1	1	8	11	-6	-18	0
COc1ccc(Nc2nc(N)c([N+](=O)[O-])c(N3CCOCC3)n2)cc1	3.3	-3	17	-6	-9	-7	3	-6	8
Cc1ccc(S(=O)(=O)N2CCOCC2)cc1C(=O)OCC(=O)N(Cc1ccccc1)C(C)C	10	2	12	-8	-5	-18	8	-9	21
CCOc1cccc(C2C(C#N)=C(N)Oc3cc(C)[nH]c(=O)c32)c1OCC (centres undefined)	0.4	4	14	0	11	-11	2	13	0
CN(CCCC(=O)N1CCCC(C(N)=O)C1)S(=O)(=O)c1ccc(F)cc1 (centres undefined)	1.8	5	10	0	-4	-17	-2	-4	2
CCNC(=O)C[C@@H]1CC[C@H]2[C@@H](COC[C@H](O)CN2C(=O)C2CC2)O1	x	3	x	0	0	x	1	2	2
CCOc1ccc(CC(=O)N/N=C/c2sccc2C)cc1	3.7	16	8	-7	-4	-2	-3	2	3
CSc1nnc2ccc(-c3ccccn3)nn12	0.3	-2	15	6	6	-11	5	1	1
CN(CC(=O)Nc1ccccc1Br)C(=O)CNC(=O)c1ccc2c(c1)OCO2	2.9	3	25	6	2	-10	-4	2	0
COc1ccc(/C=N/NC(=O)Cc2n[nH]c(=O)[nH]c2=O)cc1	1.9	-15	22	9	-9	-18	3	3	0
Cc1cc(-c2nn(-c3ccccc3F)cc2CN2CCN(c3ccncc3)CC2)c(C)s1	0.7	-13	16	6	-1	13	-4	2	4

# Compound profiles, from the list above. Order of values: CHO-K1 Ca ag	M5 antag	CHO-K1 Ca PAM	CHRM5 PAM	M4 PAM	CHO-K1 Ca antag	M5 ag	CHRM4 antagonist	CHRM4 agonist
# Results for COc1ccc(C(=O)NCCNC(=O)c2ccc(OC)cc2)cc1 → 1.0	1	10	6	-3	-4	-4	6	0
# Results for CS(=O)(=O)N1CCN(CCN2C(=O)c3cccc4cccc(c34)C2=O)CC1 → 2.1	17	0	-8	-2	-10	0	-6	12
# Results for COc1ccc(/C=N/NC(=O)Cc2n[nH]c(=O)[nH]c2=O)cc1 → 1.9	-15	22	9	-9	-18	3	3	0
